HT1080 IDH1KD tx: HT-1080 IDH1 knockdown cell toxicity (counter line); HT-1080 IDH1 knockdown viability, ATP luminescence, 48 h; Potency, µM (titrated, usually from 46.1 µM), inactives show top-dose activity, negative = toxicity, actives largely listed as cytotoxic; 2% of 360,000 active;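 also: potency is read from the fitted curve at half-maximal effect; 0% = DMSO wells and -100% = cell-free medium wells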
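IDH1KD HT-1080 cells, 750/well, RPMI + 5% FBS; compound pinned after 2 h settling; 48 h, 37 °C; CellTiter-Glo luminescence; % activity normalised to DMSO and no-cell wells; curves fitted, classed by r2 and efficacy.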
HEK293 tox: cytotoxic in the GLP-1 receptor inverse agonist counter-screen | Potency, µM (titrated, usually from 38.3 µM), inactives show at the highest dose activity change, negative = inhibition, usual class: inhibitors | HEK293 cAMP-luciferase reporter cells, luminescence, 24 h | 0.13% of 410,000 active | AID 624418;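 also: loss of luciferase light is scored as toxicity; potency is read from the fitted curve at half-maximal effect; % is scaled to controls: 0 for no effect and ±100 for the full control effect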
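Quantitative HTS format, 1536 wells, 200 cells/uL seeded. Compounds: 23 nL, 24 h, 37 °C. Detection: luciferase reagent, luminescence at 12 min RT; decreased signal taken as cytotoxic.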
IL-1B inflam inh: inhibitors of inflammasome signaling (IL-1 beta secretion); THP-1 LPS/ATP IL-1B secretion, AlphaLISA, 16 h; stronger effect = lower value; activity change, % at 57.5 µM; 4.7% of 360,000 active; in the data active = activity change below about -50%; inconclusive = mostly about -30% to -49%; also: % is scaled to controls: 0 for no effect and ±100 for the full control effect
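THP-1 cells pretreated 1 hr with compounds (up to 57.5 uM final), then stimulated with LPS (250 ng/mL final) plus ATP (1.25 mM final); secreted IL-1B measured by AlphaLISA after 16 hr, decreased signal indicating inhibition.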
DRD3 agonist: agonists of human D3 dopamine receptor | P35462 | AID 652048 | max activation, % | D3R DiscoveRx beta-arrestin cells, luminescence, 90 min | 0.58% of 410,000 active; in the data active = max activation above about 30%; also: 0% is about no effect; mostly tested at two doses, the higher about 12 µM
Target sequence (P35462 whole entry, looked up): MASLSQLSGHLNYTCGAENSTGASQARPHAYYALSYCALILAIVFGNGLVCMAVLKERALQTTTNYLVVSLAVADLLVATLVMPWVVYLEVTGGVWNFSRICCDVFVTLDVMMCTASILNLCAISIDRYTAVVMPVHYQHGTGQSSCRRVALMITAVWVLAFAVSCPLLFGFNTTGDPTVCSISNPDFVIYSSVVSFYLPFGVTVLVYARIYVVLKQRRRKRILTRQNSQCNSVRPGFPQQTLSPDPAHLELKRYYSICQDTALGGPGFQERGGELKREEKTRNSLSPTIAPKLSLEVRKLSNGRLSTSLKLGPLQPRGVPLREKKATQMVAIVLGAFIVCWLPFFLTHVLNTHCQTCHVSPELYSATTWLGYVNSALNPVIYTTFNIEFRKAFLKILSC
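Agonist mode: compounds and dopamine controls were applied to plated cells for 90 min at 37 degrees C after an overnight attachment at 1500 cells/well. Luminescent read-out followed 30 - 60 minutes at room temperature with DiscoveRx detection reagent.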
KB-3-1 cytotox: kills parental KB-3-1 adenocarcinoma cells; KB-3-1 viability, CellTiter-Glo ATP luminescence, 72 h; 1.4% of 400,000 active; Potency, µM (doses to about 46.1 µM), without a hit: at the highest dose activity change, negative = cytotoxic, most hits filed as cytotoxic; also: potency is read from the fitted curve at half-maximal effect; % is scaled to controls: 0 for no effect and ±100 for the full control effect; nearly all actives have a fitted effect of over 60% in size
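KB-3-1 parental drug-naive adenocarcinoma cells in DMEM/10% FBS, incubated 72 h at 37 C with pin-transferred compounds across a concentration series. Viability by CellTiter-Glo luminescence; concentration-response curves fitted after normalization.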
MCF10A rereplic: DNA re-replication induction in MCF 10a cells; Potency, µM (doses to about 46.1 µM), for the others: top-dose activity, positive = re-replication, hits mostly activators; 2.9% of 350,000 active; AID 624296; MCF 10A DNA re-replication, Hoechst nuclear intensity, 48 h; also: potency is read from the fitted curve at half-maximal effect; % of control where 0% means no effect; nearly all actives have a fitted effect of over 50% in size
SW480 rereplic: inducers of DNA re-replication in SW480 colon cancer cells; 1.8% of 340,000 active; Potency, µM (top dose mostly 46.1 µM), for inactives: top-dose re-replication activation, hits mostly activators; AID 624297; SW480 DNA re-replication, Hoechst DNA content imaging, 48 h; also: potency is read from the fitted curve at half-maximal effect; % of control where 0% means no effect; nearly all actives have a fitted effect of over 55% in size
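Image-based read-out: total Hoechst fluorescence of nuclei (405 nm excitation, 500-530 nm emission), with hits raising the fraction of high-intensity nuclei. SW480 colon cells incubated 48 hr with compounds at 37 C.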
KB-V1 cytotox: KB-V1 MDR subline cytotoxicity; KB-V1 MDR cells viability, CellTiter-Glo, 72 h; Potency, µM (top dose mostly 46.1 µM), without a hit: top-dose activity change, negative = cytotoxicity, hits mostly cytotoxic; 3.4% of 400,000 active; AID 1347076; also: potency is read from the fitted curve at half-maximal effect; % is scaled to controls: 0 for no effect and ±100 for the full control effect; nearly all actives have a fitted effect of over 60% in size
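Luminescent ATP read-out (CellTiter-Glo, 10 min) measures survival of drug-selected KB-V1 MDR cells after 72 h, 37 degrees C compound exposure. Medium: phenol-red-free DMEM, 10% FBS. Values from fitted concentration-response curves.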
HT1080NT lethal: kills 2HG-producing HT-1080-NT fibrosarcoma cells. AID 686970. 1.6% of 360,000 active. HT-1080-NT fibrosarcoma viability, CellTiter-Glo ATP luminescence, 48 h. Potency, µM (titrated, usually from 46.1 µM), inactives show at the highest dose activity, negative = less viability, actives largely listed as cytotoxic;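 also: NT is the 2HG producing partner of a matched IDH1 knockdown line; potency is read from the fitted curve at half-maximal effect; 0% = DMSO-treated cells and -100% = media-only wells without cells; nearly all actives have a fitted effect of over 55% in size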
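Compounds were tested in concentration-response format on HT-1080-NT cells for 48 hours at 37 degrees C. Cell viability came from CellTiter-Glo luminescence; curves were classified by r2, response magnitude and activity.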
The depositor's hits bear a star; u = inconclusive; x = no result given; [ ] = another dose, or the depositor's remark. Unless noted, calls follow the shape of the dose curve; as a rule, active = well fitted curve in the direction sought with a large enough effect; inconclusive = small, poorly fitted or top-dose-only effect, or another doubt; inactive = no such curve, though single readings can be large; an effect the other way counts as inactive or inconclusive.

entry	Molecule	HT1080 IDH1KD tx	HEK293 tox	IL-1B inflam inh	DRD3 agonist	KB-3-1 cytotox	MCF10A rereplic	SW480 rereplic	KB-V1 cytotox	HT1080NT lethal
1	CCCS(=O)(=O)NC(=O)C1(C)CCN(C(=O)Cc2cccc(OC)c2)C1 (stereo not drawn)	25%	5%	0	9	u	x	x	9%	6%
2	Cn1c(=O)c2cc(C(=O)NC3CCCCCC3)sc2c2ccccc21	x	-1%	x	-2	-5%	x	x	-29%	x
3	COc1ccc(S(=O)(=O)N2CCOCC2)cc1NC(=O)CSc1nnc(N)s1	5%	8%	14	-1	6%	1%	-3%	22%	-2%
4	CCOc1ccc(-c2nc(=S)[nH][nH]2)cc1	8%	u	5	-11	1%	3%	0%	-2%	18%
5	Cc1cc(Nc2c(C)n(C)n(-c3ccccc3)c2=O)c2ccccc2n1	10%	-4%	5	0	4%	6%	-6%	27%	8%
6	COc1ccccc1C(=O)NCc1ccncc1	5%	3%	54	4	-2%	6%	-5%	-18%	12%
7	CN1CCN(NC(=O)c2cccc3ccccc23)CC1	1%	10%	9	1	8%	-5%	0%	7%	7%
8	CCCc1nc2sc3c(=O)n(N)cnc3c2c2c1CCCC2	8%	1%	17	0	-1%	9%	0%	u	-2%
9	COc1ccc(C2=NOC(Cn3nc(C(=O)NCc4ccccc4OC)cc3-c3ccccc3)C2)cc1 (stereo not drawn)	-1%	-14%	3	5	0%	u	-18%	-7%	1%
10	N#Cc1ccccc1NC(=O)CC1CCCCC1	-3%	-1%	12	0	10%	-3%	1%	14%	3%
11	O=C(Cn1c2ccccc2c(=O)c2ccccc21)Nc1ccccc1F	-24%	204%[activator]	-7	4	0%	u	x	u	-2%
12	COCc1nnc(N)s1	16%	-7%	21	0	4%	-5%	-6%	12%	26%
13	CCCCN(C=O)c1c(CC)nc2c(OCc3ccc(Cl)cc3)cccn12	u	6%	-51*	3	u	x	x	u	u
14	CCOC(=O)c1nnn(-c2nc(N(C)C)nc(N(C)C)n2)c1C	30%	17%	-3	3	u	0%	-4%	u	29%
15	CCC(=O)N1CCc2cc(CNS(=O)(=O)c3ccc(C(C)C)cc3)ccc21	x	0%	x	7	-6%	x	x	-7%	x
16	COc1ccc(-c2nc(SC(C)C(=O)Nc3ccc(NC(C)=O)cc3)n[nH]2)cc1 (stereo not drawn)	4%	9%	-4	1	8%	0%	-5%	0%	3%
17	Cc1ccc(-n2c(=O)[nH]c3c(C(N)=O)nc(-c4ccc(C)o4)nc32)cc1	u	-22%	14	-2	-9%	u	u	3%	-20%
18	COc1ccccc1-c1cnc(C(O)c2ccc(F)c(C)c2)[nH]1 (stereo not drawn)	3%	0%	19	6	0%	x	x	-13%	2%
19	O=S(=O)(c1ccc2ccccc2c1)N1CCN(C(=S)Nc2ccc(F)c(Cl)c2)CC1	u	-22%	-69*	-4	u	10%	3%	-14%	-22%
20	O=c1cc(NS(=O)(=O)c2ccccc2)nc(SCc2c(Cl)cccc2Cl)[nH]1	12%	-1%	-5	-8	7%	-3%	-4%	16%	4%
21	CC(C)(C)OC(=O)C[C@H]1C/C=C\C[C@H](CC(=O)N(CCO)Cc2ccccc2)C(=O)N[C@@H](Cc2ccccc2)COC1=O	0%	2%	-20	-26	u	-3%	-4%	-11%	-1%
22	COc1ccccc1NC(=O)CC(=O)c1ccccc1	20%	-2%	-8	-5	21%	-2%	-11%	u	u
23	Cn1c(SCC#N)nc2ccccc2c1=O	0%	0%	-28	-7	u	5%	2%	u	-2%
24	COC(=O)c1c(NC(=O)CN2CCN(c3ccccc3)CC2)c2c(C)cccc2n1C	-15%	10%	-6	2	-1%	34%	1%	-8%	-8%

Some of the entries above in another layout:
Values in the order – HT1080 IDH1KD tx | HEK293 tox | IL-1B inflam inh | DRD3 agonist | KB-3-1 cytotox | MCF10A rereplic | SW480 rereplic | KB-V1 cytotox | HT1080NT lethal
#19 O=S(=O)(c1ccc2ccccc2c1)N1CCN(C(=S)Nc2ccc(F)c(Cl)c2)CC1
→ u | -22% | -69* | -4 | u | 10% | 3% | -14% | -22%
#22 COc1ccccc1NC(=O)CC(=O)c1ccccc1
→ 20% | -2% | -8 | -5 | 21% | -2% | -11% | u | u

The list goes on.
entry	Molecule	HT1080 IDH1KD tx	HEK293 tox	IL-1B inflam inh	DRD3 agonist	KB-3-1 cytotox	MCF10A rereplic	SW480 rereplic	KB-V1 cytotox	HT1080NT lethal
25	Cc1cc(C(=O)Nc2ccc(S(=O)(=O)Nc3onc(C)c3C)cc2)c(C)o1	5%	-14%	29	2	2%	-13%	-2%	-3%	4%
26	O=c1[nH]c2ccccc2c(=O)c2ccccc12	-4%	-3%	-17	-4	-4%	x	x	-12%	-1%
27	c1ccc2oc(-c3nn4c(Cn5cnc6ccccc65)nnc4s3)cc2c1	9%	-8%	24	7	9%	4%	-4%	21%	5%
28	COc1ccc(NC(=S)NC(=O)/C=C/c2cccs2)cc1	15%	u	0	-8	8%	1%	0%	-22%	21%
29	Cc1c(C#N)c2ccccc2n1CC(=O)NCC1CCCO1 (stereo not drawn)	13%	9%	11	-5	-3%	2%	0%	3%	11%
30	Cc1ccc(-n2c(Cc3ccccc3)nnc2SCc2nc(-c3cccs3)no2)cc1	x	-6%	x	-11	-1%	x	x	13%	x
31	CCCNC(=O)CSc1nnc(NC(=O)C2CC(=O)N(c3ccccc3OC)C2)s1 (stereo not drawn)	9%	2%	24	8	18%	x	x	16%	-1%
32	Cc1c(N/C=C(\Cl)C(=O)C(F)(F)F)c(=O)n(-c2ccccc2)n1C	5%	0%	17	3	17%	-3%	-1%	4%	3%
33	CC(=O)c1c(C)nn(C(=O)c2cccs2)c1C	1%	-5%	14	2	30%	0%	0%	18%	0%
34	COc1cc(OC)nc(Oc2cccc(Cl)c2C)n1	-1%	5%	40	-4	16%	8%	-134%[inhibitor]	24%	1%
35	O=C(Nc1cccc(S(=O)(=O)N2CCCCC2)c1)c1c2c(nc3ccccc13)CCN(Cc1ccccc1)C2	-21%	-6%	-1	-9	4%	u	u	11%	-20%
36	Cc1cc(C)nc(SCCC(=O)N2CCOCC2)n1	0%	-2%	26	1	0%	0%	2%	0%	1%
37	CNc1cncc(-c2cccc(C(=O)NCCN(C)C)c2)n1	8%	4%	24	-8	0%	x	x	3%	u
38	Nn1cnnc1N/N=C/c1cc(Br)cc(Br)c1O	u	25%	-67*	-9	u	u	u	2.3µM*	-21%
39	COc1ccc([C@@H]2C=C(C(=O)O)O[C@H](OCCCCO)C2)cc1	11%	3%	-6	15	17%	u	1%	5%	11%
40	Cc1cccc(C)c1NC(=O)CSc1nnc(-c2cnccn2)n1C	2%	2%	0	1	8%	3%	-3%	-1%	0%
41	COCCNC(=O)c1c[nH]c2cc(OC)c(OC)cc2c1=O	16%	-12%	3	-8	12%	6%	-2%	-10%	11%
42	CCCC(=O)Nc1cc(C)c(NC(=O)c2ccco2)cn1	9%	0%	-8	3	16%	u	-37%[inhibitor]	18%	19%
43	CCOc1cccc(C2C(C#N)=C(N)Oc3cc(C)n(Cc4ccccn4)c(=O)c32)c1OCC (stereo not drawn)	-4%	-13%	0	-10	0%	23%	0%	-7%	-2%
44	CCN1CCc2nc3ccccc3c(C(=O)Nc3ccc(C#N)cc3)c2C1	3%	5%	23	-3	-8%	8%	-5%	16%	-3%
45	CCN(CC)c1ccc(N=Nc2nn(C)c(C)c2[N+](=O)[O-])cc1	-18%	4.5µM*	-13	-14	6%	11%	1%	-2%	-24%
46	C=CCNC(=O)C1CC2c3ccccc3C1c1ccccc12 (stereo not drawn)	6%	7%	9	20	4%	4%	9%	7%	2%
47	CCc1cc(Cn2nc(C(=O)O)cc2-c2ccccc2)on1	1%	-3%	21	2	18%	2%	-7%	13%	11%
48	COc1cccc(NC(=O)c2ccncc2)c1	6%	-17%	-3	0	-2%	4%	-3%	3%	9%
49	COc1cccc(Nc2nc3cc(Cl)c(Cl)cc3nc2-n2nc(C)cc2C)c1	x	5%	x	-7	4%	x	x	7%	x
50	COc1ccc2c(c1)c1c(c(=O)n(Cc3ccccc3)c(=O)n1Cc1cc(C)ccc1C)n2C	x	5%	x	7	-5%	x	x	2%	x
51	N/C(=N\c1nc2ccccc2o1)NC(=O)c1cccc(Br)c1	26%	8%	x	12	0%	-10%	u	-5%	u
52	CC(=O)C1=C(O)C(=O)N(CCc2c[nH]c3ccccc23)C1c1ccco1 (stereo not drawn)	-5%	0%	22	-1	-9%	8%	-5%	21%	6%
53	CCOc1ccc2[nH]c3c(N4CCN(C(=O)c5ccco5)CC4)ncnc3c2c1	u	u	-11	-2	-16%	u	u	-29%	u
54	COC(=O)COc1ccc(S(=O)(=O)NCc2cccnc2)cc1C	15%	-3%	19	4	3%	-6%	-5%	4%	11%
55	COc1ccc(-c2nc(CS(=O)CC(=O)NCc3ccco3)c(C)o2)cc1OC (stereo not drawn)	0%	8%	-26	-6	-21%	u	u	3%	0%
56	COc1ccccc1N1CCN(C(=O)c2c(C)oc3ncn(CC(C)C)c(=O)c23)CC1	x	-6%	x	7	10%	x	x	4%	x
57	Cc1cc(C(F)(F)F)n2ncc(-c3ccccc3)c2n1	2%	-18%	34	2	10%	7%	-8%	u	6%
58	Cc1cc(S(=O)(=O)Nc2ccc3c(c2)n(C)c(=O)n3C)ccc1F	-6%	5%	-18	-15	u	-29%	-12%	-5%	-1%
59	Cc1cc(=O)[nH]c(N2CCN(C(c3ccccc3)c3ccccc3)CC2)n1	3%	1%	29	-4	-6%	1%	7%	-12%	2%
60	O=C1COc2ccc(C(=O)COC(=O)Cc3ccc(Cl)cc3)cc2N1	4%	-1%	16	7	14%	4%	-7%	-1%	-5%
61	NCCCn1c(C(=O)c2ccc(Cl)cc2)c2ccc([N+](=O)[O-])cc2[n+]1[O-]	-29%	u	-60*	-2	-27%	u	u	3%	-23%
